TAAR1 ag: human TAAR1 agonists, primary screen, Fluo-8 calcium fluorescence, CHO RD-HGA16 cells | Trace amine-associated receptor 1 (Homo sapiens), Q96RJ0 | vehicle wells 0%, saturating PEA agonist 100% | activation, % at 3 µM | actives 0.99% (n = 360,000) | AID 624467, 2012;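 active = activation above the mean activation of all test compounds in the run plus 3 SD, cut at about 38% in these data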
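Test system: RD-HGA16 (CHO) cells co-expressing Gα16 and hTAAR1 | Doses: Single dose, 3 µM | Schedule: 17-24 h seeding, 75 min 37 °C dye, 30 min RT | Evaluation: % activation from peak over basal fluorescence ratio, DMSO-to-PEA scaled | Technique: Kinetic Fluo-8 calcium fluorescence | Benchmarks: Low control DMSO, high control PEA (EC100)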
CHO-K1 Ca antag: nonselective inhibitor or artifact in parental CHO-K1 cells; actives 0.6% (n = 360,000); inhibition, % at 3 µM; ATP-induced calcium, Fluo-8 fluorescence;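 active = inhibition above a per-plate cutoff, the plate's mean sample inhibition plus 3 SD, cut at about 24% in these data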;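 note: 0% = DMSO plus EC80 ATP and 100% = DMSO alone without ATP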
OXTR potentiate: human OXTR potentiators, primary screen, fluorescence, CHO-OTR cells, Fluo-8 calcium | Fluo-8 calcium fluorescence, potentiator mode; 0% = oxytocin EC15, 100% = EC100 | Oxytocin receptor (Homo sapiens), P30559 | actives 0.061% (n = 320,000) | activation, % at 3 µM;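 active = activation above that plate's cutoff, the mean activation of tested compounds plus 3 SD, cut at about 6.6% in these data, passing the limit was not always enough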;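 note: 100% uses oxytocin at 75 nM as the full agonist control; some results filed as inactive read as strong as hits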
Target sequence (P30559 whole entry, looked up): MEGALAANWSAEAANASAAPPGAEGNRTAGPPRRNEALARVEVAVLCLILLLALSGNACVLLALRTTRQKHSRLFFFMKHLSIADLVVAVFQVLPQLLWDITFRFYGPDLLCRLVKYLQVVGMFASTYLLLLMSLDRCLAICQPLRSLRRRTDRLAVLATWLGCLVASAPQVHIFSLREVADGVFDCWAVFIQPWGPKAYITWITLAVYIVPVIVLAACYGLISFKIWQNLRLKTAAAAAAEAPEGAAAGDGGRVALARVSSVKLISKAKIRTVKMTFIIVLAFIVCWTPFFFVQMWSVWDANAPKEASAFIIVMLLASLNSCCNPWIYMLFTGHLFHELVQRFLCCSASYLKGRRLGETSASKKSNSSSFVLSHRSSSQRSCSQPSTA
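Replication – single well per compound, singlicate · Assay system – CHO cell line stably expressing human OTR · Timing – 6 min pre-incubation, 100 s read · Measure – normalized max/min fluorescence ratio, % activation · Doses – 3.0 µM, one dose · Detection – Fluo-8 calcium dye fluorescence · Probe or stimulus – oxytocin near EC15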
M1 antag: human M1 muscarinic receptor antagonists, primary screen, CHO-K1 cells, Fluo-8 calcium fluorescence, 1536-well; inhibition, % at 3 µM; CHO-K1 hM1, ACh EC80 antagonist; AID 588852, 2011; Muscarinic acetylcholine receptor M1 (Homo sapiens), P11229; actives 1.3% (n = 360,000);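 active = percent inhibition above its own plate's cutoff, namely the mean of that plate's compound wells plus 3 SD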;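 note: peak over basal fluorescence ratio during 140 s after agonist addition; 0% = ACh EC80 plus DMSO and 100% = DMSO alone without agonist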
Target sequence (P11229 whole entry, looked up): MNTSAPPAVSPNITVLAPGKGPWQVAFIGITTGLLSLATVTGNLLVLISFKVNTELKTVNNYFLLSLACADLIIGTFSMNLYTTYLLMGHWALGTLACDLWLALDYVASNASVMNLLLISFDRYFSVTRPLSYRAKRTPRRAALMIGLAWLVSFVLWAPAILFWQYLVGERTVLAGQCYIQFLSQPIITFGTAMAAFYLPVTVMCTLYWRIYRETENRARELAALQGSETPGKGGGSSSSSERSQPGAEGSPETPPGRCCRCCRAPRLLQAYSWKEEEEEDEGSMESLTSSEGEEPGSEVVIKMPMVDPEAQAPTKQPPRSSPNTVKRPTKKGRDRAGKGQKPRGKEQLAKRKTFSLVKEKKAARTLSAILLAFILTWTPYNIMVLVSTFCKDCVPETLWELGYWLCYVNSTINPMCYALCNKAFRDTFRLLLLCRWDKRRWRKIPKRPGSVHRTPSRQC
TAAR1 antag: human TAAR1 antagonists, primary screen, Fluo-8 calcium fluorescence, CHO RD-HGA16 cells; Trace amine-associated receptor 1 (Homo sapiens), Q96RJ0; inhibition, % at 3 µM; AID 624466, 2012; antagonist; actives 1.5% (n = 360,000);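 active = inhibition above a per-plate cutoff, the mean inhibition of test compounds on that plate plus 3 SD, cut at about 49% in these data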;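 note: 0% = DMSO plus EC80 beta-PEA response and 100% = DMSO alone without agonist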
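Test system: hTAAR1-expressing CHO RD-HGA16 cells, Gα16-coupled; Probe or stimulus: EC80 β-phenethylamine stimulus; Compound dosing: single nominal final test compound concentration of 3 µM; Timing: 140 s kinetic read after compound, 140 s after agonist; Signal: Fluo-8 calcium-sensitive fluorescence; Measure: % inhibition of agonist calcium response; Controls: DMSO and EC80 PEA controls.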
CHO-K1 Ca ag: counter-screen for M1 agonists: effect in parental CHO-K1 cells | Fluo-8 calcium fluorescence; scaled to maximal ATP response, vehicle zero | actives 0.48% (n = 360,000) | activation, % at 3 µM; in the data active = activation above about 15%;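 note: untransfected CHO-K1 host cells lacking M1 receptor as counterscreen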
M1 ag: human M1 muscarinic receptor agonists, primary screen, Fluo-8 calcium fluorescence, CHO-K1 cells, HTS; actives 0.33% (n = 360,000); activation, % at 3 µM; CHO-K1 hM1, agonist mode; 0% DMSO, 100% acetylcholine EC100; Muscarinic acetylcholine receptor M1 (Homo sapiens), P11229; AID 588814, 2011;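 active = activation above the run's mean compound activation plus 3 SD, cut at about 16% in these data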;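 note: peak over basal fluorescence ratio within a 140 s kinetic read after compound addition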
M1 PAM parental: nonselective calcium activators in parental CHO-K1 cells, primary screen, counter-screen for M1 PAM project, cell-based, Fluo-8 calcium fluorescence, full deck, 1536-well; activation, % at 3 µM; ATP EC20; 0% at ATP EC20, 100% at ATP max; actives 0.02% (n = 360,000); AID 602247, 2012;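 active = activation above the run cutoff, the mean activation of all test compounds plus 3 SD, cut at about 40% in these data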;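 note: peak over basal fluorescence ratio in a 140 s read after ATP addition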
CHO parental Ca: ATP-evoked calcium signal inhibitors, parental CHO, primary screen, counter-screen for OX1R antagonist project, cell-based, fluorescence, Fluo-8 calcium dye. actives 0.63% (n = 330,000). AID 463079, 2010. parental CHO-K1, ATP-induced calcium, Fluo-8 fluorescence. inhibition, % at 5.6 µM;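 active = inhibition above that plate's mean sample inhibition plus 3 SD, cut at about 26% in these data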;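 note: 0% = ATP-challenged DMSO wells and 100% = DMSO wells without ATP; some compounds past the cut are filed as inactive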
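Assay system: parental CHO cells; Read-out basis: percent inhibition of ATP-evoked calcium rise, normalized to controls; Benchmarks: ATP and no-ATP DMSO wells; Compound dosing: single nominal dose of 5.6 µM per compound; Signal: Fluo-8 calcium dye fluorescence; Also added: ATP as calcium-mobilizing challenge; Repeats: singlicate.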
An asterisk follows results filed as active; . = no result given.

SMILES	TAAR1 ag	CHO-K1 Ca antag	OXTR potentiate	M1 antag	TAAR1 antag	CHO-K1 Ca ag	M1 ag	M1 PAM parental	CHO parental Ca
CC(C)C(c1nnnn1C1CCCC1)N1CCC(C(N)=O)CC1 (stereo not drawn)	1	9	-2	-6	-5	-0.6	2	-4	0
COc1ccc(Cl)cc1NC(=O)NNC(=O)C(=O)Nc1ccc(F)cc1	3	-13	.	-12	-15	0.1	6	15	.
COc1ccc2ccccc2c1/C=N/NC(=S)Nc1cc(S(=O)(=O)N2CCOCC2)ccc1N1CCOCC1	-1	2	-6	-11	-9	0.5	-1	24	-6
CCN(CC(=O)Nc1ccc(OC)cc1)C(=O)c1ccc(OCc2c(C)noc2C)cc1	2	-6	.	-9	-16	1.1	-5	14	.
COc1ccccc1NC(=O)c1ccccc1C(=O)Nc1ccccc1OC	2	12	0	1	22	2.6	-2	-13	-14
C[C@]12c3[nH]c4ccc(Cl)cc4c3CCN1C(=O)[C@@H](CC(=O)NCCCn1ccnc1)C[C@@H]2C(=O)N1CCCCC1	0	0	.	-4	-26	-0.1	-11	8	-19
CCOC(=O)C1CCCN(C(=O)COC(=O)c2cccs2)C1 (stereo not drawn)	2	-6	9	1	-35	0.4	0	3	-9
Cc1ccc(CCNC(=O)c2coc3nc4ccccc4nc23)cc1	70*	6	-1	-4	8	0.6	-4	9	-14
Cc1ccc(S(=O)(=O)N2CCN(C(=O)c3ccccc3)C2C(C)C)cc1 (stereo not drawn)	7	-27	0	-24	16	2.0	-4	16	-38
Cc1ccc(-c2nnc(COc3cccc(-n4cnnn4)c3)o2)cc1	10	-4	-13	19	-5	1.1	-4	6	-8
CC1=NN2C(=N)/C(=C\c3cc(C)n(-c4cccc(C)c4)c3C)C(=O)N=C2S1	8	13	-2	-18	-22	0.2	-4	-23	-22
CC(C)(C)NC(=O)c1cc(NC(=O)c2cccs2)cc(NC(=O)c2cccs2)c1	.	21	-12	11	.	4.6	0	-12	8
Cc1c(Br)cc(C(=O)O)c(C)c1C	1	3	-10	-11	-5	0.2	-3	5	6
c1ccc(NC2=NCCN2CCCC2CCCC2)cc1	2	-6	-9	1	19	1.2	-13	-4	-2
CCOc1ccc(-c2nnc3ccc(SC)nn23)cc1	1	-9	-6	-6	-1	0.2	-5	17	-12
CC1=N/C(=C/c2ccco2)C(=O)O1	1	-7	.	1	-4	0.5	-3	3	.
CCCCN1C(=O)C(CC(=O)NC2CCCC2)CC(C(=O)N(C(C)C)C(C)C)=C1C (stereo not drawn)	1	-12	.	-7	-26	-0.2	-2	13	.
O=C(N1CCCC1)C12CC3CC(CC(C3)C1)C2	8	11	-2	-7	-4	-0.5	-4	-10	-6
COc1cccc(NC(=O)c2ccc(NC(=O)C(C)C)cc2)c1	2	4	-2	-6	8	0.2	-3	-6	-5
O=C1C(C2=C(O)c3ccccc3C2=O)=Nc2ccccc21	10	1	-7	-7	21	0.3	-3	18	-20
COc1ccccc1N1CCN(C(CNC(=O)C2CCCCC2)c2cccnc2)CC1 (stereo not drawn)	1	-8	-2	8	-16	1.3	-6	12	-12
COc1ccc(CCNC(=O)c2cc(-c3ccccc3O)n[nH]2)cc1OC	24	1	-7	-3	21	3.7	1	10	-15
CC(=O)CC(=O)Nc1nc(C)cc(C)n1	5	0	-4	-5	3	0.7	-5	24	4
CCOC(=O)N1CCN(C(c2cccc(OC)c2)c2sc3nc(C)nn3c2O)CC1 (stereo not drawn)	6	0	2	-14	8	-0.1	-3	8	0
COc1ccc2c(c1)CC(C1(O)C(=O)N(C)c3ccccc31)C2=O (stereo not drawn)	4	3	-5	-15	14	0.3	-1	-4	-16
Next part
SMILES	TAAR1 ag	CHO-K1 Ca antag	OXTR potentiate	M1 antag	TAAR1 antag	CHO-K1 Ca ag	M1 ag	M1 PAM parental	CHO parental Ca
CC(C)(C)NS(=O)(=O)c1ccc2c(c1)oc(=O)c1cc(S(=O)(=O)NC(C)(C)C)ccc12	9	-7	-5	3	2	5.4	-6	12	-16
Cc1ccccc1N1CCN(CCCCN2C(=O)C3CCCN3C2=O)CC1 (stereo not drawn)	-1	-5	2	-5	-12	0.3	-9	17	-10
COCCn1nnnc1C(c1cc2cc(C)ccc2[nH]c1=O)N1CCc2ccccc21 (stereo not drawn)	5	-2	-14	11	-14	-0.1	0	12	-21
Cn1c(CC(=O)Nc2ccc(F)cc2)nnc1SCC(=O)Nc1nncs1	15	-9	-18	-13	-12	0.6	0	6	-5
COc1ccc(S(=O)(=O)N2CCN(C(=O)c3ccc(NC(C)=O)cc3)CC2)cc1	0	-15	3	-5	-14	0.5	-6	1	-17
CN(Cc1ccc(C(F)(F)F)cc1)C(=O)[C@H]1O[C@@H](n2cnc3c(N)ncnc32)[C@H](O)[C@@H]1O	7	-10	.	-26	-28	0.5	2	5	.
O=c1oc2ccc(Cl)cc2cc1-c1ccccc1	-1	-2	-3	-8	9	2.0	-6	16	-2
Cc1ccc(C)c(C(O)c2ncc(-c3ccccc3F)[nH]2)c1 (stereo not drawn)	13	1	.	0	-7	0.6	0	-8	.
O=C(CCCSc1nc2ccccc2[nH]1)Nc1nnc(C2CC2)s1	5	8	1	5	-6	0.3	-6	-5	-25
O=C(NNC(=S)Nc1ccc(Br)cc1Cl)c1ccco1	4	-6	-15	-14	-3	0.8	2	10	-6
COc1cc(C2C(C#N)=C(N)OC3=C2C(=O)CCC3)cc(OC)c1OC(=O)N1CCOCC1 (stereo not drawn)	10	-13	-12	-28	1	0.5	-2	20	-9
COc1cccc(-c2cnc(C(O)c3ccc(Cl)c(F)c3)[nH]2)c1 (stereo not drawn)	4	-15	.	-12	-2	5.1	6	23	.
COC(=O)C(C)N1C(=O)S/C(=C/c2cc(C)n(-c3ccccn3)c2C)C1=O (stereo not drawn)	6	-4	-19	-14	23	3.7	-2	17	-13
CC(NC(=O)Cn1c(NCCO)nc2ccccc21)C1CC2CCC1C2 (stereo not drawn)	6	-5	-1	-6	1	0.4	-4	2	-19
CCCCc1ccc(C2C3=C(CC(C)(C)CC3=O)NC3=C2C(=O)c2ccccc23)cc1 (stereo not drawn)	4	-4	-3	0	1	0.5	-4	11	-10
COc1ccc(NC(=O)NNC(=O)c2cc(C3CC3)nc3ccccc23)c(OC)c1	3	1	-6	-3	-26	2.1	-1	-1	7
Cc1cc(=O)oc2cc(OCC(=O)N3CCCC3)c(Cl)cc12	20	-3	3	-3	-2	1.7	-1	19	-5
CC(C)(C)c1ccc(NC(=O)COc2ccc(-n3ccnc3)cc2)cc1	22	17	-22	13	57*	10	0	1	44*
CC(C)c1nnc(NC(=O)c2sc3ccccc3c2Cl)s1	10	0	4	6	-2	0.3	2	6	-25
COc1cc(OC)c2c(-c3cccc(/C=C/c4ccc(F)cc4)c3)cc(=O)oc2c1	.	-27	.	2	.	1.4	-3	30	-38
CCc1cccc(NC(=O)c2cccc3c2C(=O)N(CC2CCCO2)C3)c1 (stereo not drawn)	3	-3	-6	-9	7	1.4	3	12	-6
O=C(Nc1ccc2nn(-c3ccccc3)nc2c1)c1ccc2c(c1)OCO2	1	14	-13	-8	-2	-0.5	-1	4	5
O=C(O)CN1c2cccc3cccc(c23)S1(=O)=O	0	-2	-6	-13	-3	-0.2	3	7	-8
Cn1c(=O)c2c(nc(N3CCN(c4ccccn4)CC3)n2Cc2ccc(Cl)cc2Cl)n(C)c1=O	5	-23	-4	-16	-24	1.0	-3	26	-27
Cc1cc(NS(=O)(=O)c2ccc(NC(=O)CCCOc3ccccc3)cc2)no1	4	-15	-5	-14	9	0.1	-5	19	-1
O=C(CSc1nnc(-c2ccccc2Cl)o1)N1CCCC1	4	-8	1	-15	-10	1.3	0	4	-4
Cc1ccc(CN2CCC(N3CCC(C(=O)NCC4CCCO4)CC3)CC2)o1 (stereo not drawn)	1	0	-2	1	-5	-0.1	-10	16	-1

Assay outcomes deposited in PubChem BioAssay by The Scripps Research Institute Molecular Screening Center.

Not a hit list; any-hit rate near 4.2%.
